PAD4 FP inh – PAD4 (human) enzyme inhibition; Q9UM07; inhibition, % at 6.36 µM; AID 485272; 330,000 tested, 0.41% active; recombinant PAD4, RCA probe fluorescence polarization;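 active = percent inhibition above a cutoff equal to the mean of all tested compounds plus 3 SD, cut at about 15% in these data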;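 note: 0% = PAD4 with RCA probe and DMSO and 100% = probe without PAD4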
GSTO1 counter – counter-screen for RBBP9 inhibitors: inhibitors of human GSTO1; 300,000 tested, 1.1% active; recombinant GSTO1, activity-based probe fluorescence polarization; inhibition, % at 5.96 µM; P78417;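 active = inhibition above the campaign mean inhibition plus 3 SD, cut at about 35% in these data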;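 note: 0% = GSTO1-1 with DMSO and 100% = wells lacking GSTO1-1 enzyme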
PAFAH1B2 inh – PAFAH1B2 (human) inhibition | P68402 | recombinant PAFAH1B2, FP-rhodamine activity probe, fluorescence polarization | inhibition, % at 3.39 µM | 340,000 tested, 1.2% active;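 active = inhibition above the mean of all tested compounds plus 3 SD, cut at about 24% in these data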;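 note: 0% = enzyme with DMSO and 100% = wells lacking PAFAH1B2; many of its hits are not listed in these tables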
LYPLA1 inh – blocks human lysophospholipase 1, a PME1 counter-screen; O75608; recombinant LYPLA1, FP-Rh probe fluorescence polarization; inhibition, % at 5.9 µM; 320,000 tested, 0.16% active;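 active = inhibition above the mean of all tested compounds plus 3 SD, set per campaign, cut at about 14% in these data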;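 note: inhibitors block serine hydrolase probe labeling of LYPLA1 so polarization falls; 0% = enzyme with DMSO and 100% = wells lacking LYPLA1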
PREPL inhibitor – inhibits the human prolyl oligopeptidase-like enzyme. 320,000 tested, 0.68% active. AID 2751. inhibition, % at 5.96 µM. recombinant PREPL, fluorescence polarization activity-based probe. Q4J6C6; in the data active = inhibition above about 43%;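 note: 0% = enzyme with DMSO and 100% = wells lacking enzyme; many of its hits are not listed in these tables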
LYPLA2 inh – LYPLA2 (human) inhibition in PME1 counter-screen | O95372 | recombinant LYPLA2, FP-Rh probe fluorescence polarization | inhibition, % at 5.9 µM | 320,000 tested, 0.38% active | AID 2177;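 active = inhibition above the screen-wide mean plus 3 SD, limit set per campaign, cut at about 26% in these data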;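 note: 0% = LYPLA2 with DMSO and 100% = wells lacking LYPLA2 enzyme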
Target sequence (O95372 whole entry, looked up): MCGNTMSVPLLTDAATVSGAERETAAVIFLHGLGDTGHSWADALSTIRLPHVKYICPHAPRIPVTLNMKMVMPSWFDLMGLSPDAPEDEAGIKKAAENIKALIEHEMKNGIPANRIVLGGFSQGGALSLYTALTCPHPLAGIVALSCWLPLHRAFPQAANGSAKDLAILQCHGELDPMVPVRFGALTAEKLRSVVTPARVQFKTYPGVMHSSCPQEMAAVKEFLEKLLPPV
pPAFAH FP inh – pPAFAH (human) enzyme inhibition | recombinant pPAFAH, FP-rhodamine probe fluorescence polarization | Q13093 | 330,000 tested, 1.5% active | inhibition, % at 3.39 µM;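 active = inhibition above the mean inhibition across the screen plus 3 SD, cut at about 25% in these data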;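 note: inhibitors block binding of the rhodamine activity-based probe so polarization drops; 0% = enzyme with DMSO and 100% = wells lacking pPAFAH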
Target sequence (Q13093 whole entry, looked up): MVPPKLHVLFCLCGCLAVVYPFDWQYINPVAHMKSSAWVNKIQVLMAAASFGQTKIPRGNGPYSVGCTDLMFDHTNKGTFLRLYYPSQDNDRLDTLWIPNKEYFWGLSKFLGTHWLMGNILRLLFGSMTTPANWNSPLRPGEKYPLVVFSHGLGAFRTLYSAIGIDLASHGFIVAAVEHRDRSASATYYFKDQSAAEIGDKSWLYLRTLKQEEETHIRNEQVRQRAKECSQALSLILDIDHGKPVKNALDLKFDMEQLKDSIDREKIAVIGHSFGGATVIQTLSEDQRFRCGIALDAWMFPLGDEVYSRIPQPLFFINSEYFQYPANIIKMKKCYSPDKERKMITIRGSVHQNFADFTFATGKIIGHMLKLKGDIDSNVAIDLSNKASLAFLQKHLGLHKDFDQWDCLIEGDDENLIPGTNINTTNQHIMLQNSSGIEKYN
PME-1 inh – blocks human protein phosphatase methylesterase 1; recombinant PME-1, FP-Rh probe fluorescence polarization; Q9Y570; AID 2130; inhibition, % at 5.9 µM; 320,000 tested, 0.53% active;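 active = inhibition above the campaign mean of all compounds plus 3 SD, cut at about 26% in these data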;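 note: competitive labeling of PME-1 active site by serine hydrolase directed probe; 0% = PME-1 with DMSO and 100% = wells lacking PME-1 enzyme; inhibitors block probe labeling so polarization falls and inhibition rises; many of its hits are not listed in these tables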
PAFAH1B3 inh – blocks human PAF acetylhydrolase 1B catalytic subunit 3 | inhibition, % at 3.39 µM | recombinant PAFAH1B3, FP-rhodamine probe, fluorescence polarization | Q15102 | 340,000 tested, 0.28% active;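 active = inhibition above the screen-wide average of all tested compounds plus 3 SD, cut at about 25% in these data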;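 note: 0% = enzyme with DMSO only and 100% = wells lacking PAFAH1B3 protein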
Target sequence (Q15102 whole entry, looked up): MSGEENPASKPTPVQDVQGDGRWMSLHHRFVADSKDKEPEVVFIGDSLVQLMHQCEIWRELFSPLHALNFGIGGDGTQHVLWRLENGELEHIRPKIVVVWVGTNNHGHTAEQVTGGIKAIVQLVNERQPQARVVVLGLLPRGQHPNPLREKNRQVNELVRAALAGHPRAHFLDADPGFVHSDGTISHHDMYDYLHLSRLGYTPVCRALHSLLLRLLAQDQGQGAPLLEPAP
Numbers without * were called inactive; x = no result given. These rows are one share of the data; count on the stated rates, not on these rows.

SMILES	PAD4 FP inh	GSTO1 counter	PAFAH1B2 inh	LYPLA1 inh	PREPL inhibitor	LYPLA2 inh	pPAFAH FP inh	PME-1 inh	PAFAH1B3 inh
CC(Cc1ccccc1)NC(=O)c1cc([N+](=O)[O-])ccc1Cl (stereo unspecified)	6	14	3	1	14	4	3	1	6
CNC(=O)C1(CC(C)C)C=CCN1C(C)=O (stereo unspecified)	-5	-3	-4	2	6	-3	3	1	16
COc1ccc(Cl)cc1NC(=O)C(C)Sc1n[nH]c(N)n1 (stereo unspecified)	3	1	-1	2	2	8	2	4	3
Cc1ccc2c(c1)C1NC(=S)NC(C)(O2)C1C(=O)Nc1ccc(Cl)cc1 (stereo unspecified)	3	3	-3	-3	-9	-9	-5	0	8
Cc1ccccc1OCC(=O)NCCCNC(=O)c1cccnc1	-6	-2	10	3	-15	-6	0	-4	5
COc1ccc(-c2cc(C(=O)N3CCOCC3)c3ccccc3n2)cc1OC	2	-10	1	-1	-1	-2	-2	0	2
O=C(NC(Cc1ccccc1)C(=O)NC1CC1)OCc1ccccc1 (stereo unspecified)	-7	0	4	-5	-7	-4	2	-1	7
CC1C(=O)N2CCCc3cc(NC(=O)COc4ccccc4)cc1c32 (stereo unspecified)	1	-4	6	3	14	-4	9	2	6
COCCn1nnnc1CN1CCSCC1	-1	6	4	0	-4	-3	0	3	2
COc1ccc(C2C3C(=O)N(N(C)c4ncc(C(F)(F)F)cc4Cl)C(=O)C3ON2C)cc1 (stereo unspecified)	-7	-2	5	-2	-3	-2	0	-1	9
Cc1cccc(NC(=O)c2ccccc2SCc2ccc(F)cc2)n1	0	x	4	-4	5	4	-1	-2	2
Cc1cc(N2C(=O)C(O)=C(C(=O)c3ccc(C)o3)C2c2ccc([N+](=O)[O-])cc2)no1 (stereo unspecified)	-2	-2	-1	-2	4	-10	7	-3	-1
CCOC(=O)C1(CCc2ccccc2)CCN(C(=O)CCn2cncn2)CC1	-6	10	5	1	-2	-5	4	-1	6
CN(C(=O)CSc1nnc(-c2ccc(Cl)cc2)n1C)C1CCS(=O)(=O)C1 (stereo unspecified)	-4	x	3	x	0	x	4	x	2
CN(C1CCCCC1)S(=O)(=O)c1ccc(NC(=O)C2CCCCC2)cc1	-6	-4	-1	-6	7	-13	8	-3	8
Nc1ncnc2c1ncn2C1OC(CO)C(O)C1N (stereo unspecified)	-3	8	6	0	6	4	3	3	6
CC(C)(CO)CNC(=O)CC1C(=O)NCCN1CC(c1ccccc1)c1ccccc1 (stereo unspecified)	-5	1	5	0	0	4	0	-6	1
Cc1ccc(S(=O)(=O)c2c(N)n(Cc3ccco3)c3nc4ccccc4nc23)cc1C	-34	-7	-4	-17	0	-24	8	-3	-11
CC(C)CNC(=S)Nc1ccccc1F	-4	-1	6	-3	5	-2	1	-2	-5
FC(F)c1nnc2c(Cl)cc(C(F)(F)F)cn12	-4	16	-2	5	-2	6	-2	-2	5
CO/N=C/c1ccc(OC)c(Oc2nc(OC)cc(OC)n2)c1	-8	6	0	-3	4	-1	3	-2	4
COc1cc2c(=O)n(CC3CCCO3)c(=O)n(CC(=O)Nc3ccccc3)c2cc1OC (stereo unspecified)	0	1	3	5	-15	4	-1	3	13
O=C(Nc1cc(C(F)(F)F)ccc1N1CCCCC1)c1ccco1	-5	8	2	1	8	4	5	8	5
COc1ccc(Cc2nnc(NS(=O)(=O)c3ccccc3)s2)cc1	-1	7	9	5	14	6	3	-1	9
O=C(N/N=C/c1ccc(O)cc1O)/C(=C/c1ccccc1)CCO	-1	9	5	-2	11	3	9	1	7
O=C(COc1ccc(Cl)cc1)N1CCN(C(=O)c2cccc(F)c2)CC1	0	2	4	3	5	4	10	-2	2
Cc1cccc(N(C2C=CS(=O)(=O)C2)S(=O)(=O)c2ccccc2)c1 (stereo unspecified)	1	-3	2	0	-4	3	-2	-6	1
COc1ccc(CNS(=O)(=O)c2c(C(=O)N3CCCCC3)c(C)n(C)c2C)cc1	-1	-6	0	0	-1	-2	2	-4	-4
CCc1cc(C(=O)NNC(=S)NCC2CCCO2)cs1 (stereo unspecified)	-3	2	1	-1	2	-1	5	-3	3
CC(=O)NC(C(=O)OCC(=O)N(c1ccccc1)c1ccccc1)C(C)C (stereo unspecified)	0	2	4	2	-1	3	-2	-6	5
COc1cc(/C=C(/C#N)C(=O)NC(C)c2ccccc2)cc(OC)c1O (stereo unspecified)	5	2	14	5	1	-4	6	0	-1
Cc1ccc(-c2ccc(/C=N/NC(=O)CN3CCOCC3)o2)cc1[N+](=O)[O-]	-2	33	4	1	13	-4	10	6	9
O=C(Nc1ccc(F)cc1F)c1cc(-c2ccc3c(c2)OCO3)on1	0	-4	-1	4	3	3	2	-2	0
COc1ccc(S(=O)(=O)N2CCCCC2)cc1NC(=O)C1CCCC1	-4	x	3	0	1	2	0	-1	11
CCOc1ccc(N=C2NC(=O)C(CC(=O)Nc3ccccc3)S2)cc1 (stereo unspecified)	-4	9	3	-2	13	-1	-3	-14	8
COc1ccccc1NS(=O)(=O)c1cc(NC(=O)Cn2cnc3c2c(=O)n(C)c(=O)n3C)ccc1C	-5	1	-5	-5	3	-3	2	7	-10
COc1cc(NC(=O)C2CCCCC2)c(OC)cc1NC(=O)CCC(=O)NCc1ccco1	-5	-3	1	3	11	3	2	2	1
NC(=O)c1ccc(NC(=O)Cc2cccs2)cc1	6	4	9	-3	-8	-2	7	3	5
NC(=O)c1ccc(NC(=O)COc2coc(CN3CCc4ccccc4C3)cc2=O)cc1	-1	-4	3	3	-4	5	-3	-1	0
O=C(c1ccco1)N1CCN(c2cc(C(F)(F)F)nc3ncnn23)CC1	3	1	2	-1	5	-8	2	4	3
C=CCNC(=O)c1onc(CSc2cccc(OC)c2)c1C(=O)O	-2	-9	11	3	-8	-1	3	-3	7
COC(=O)c1cc(OC)c(OC)cc1NC(=O)Nc1ccc(OC)cc1	1	-5	-4	-5	7	-5	1	-3	9
CC(NC(=O)c1sc2ccccc2c1Cl)C1CCCO1 (stereo unspecified)	-2	0	3	-2	-5	1	3	0	9
CN1CCN(c2ccc(NC(=O)c3ccccc3)cc2)CC1	6	2	1	0	3	-9	0	0	10
Cc1ccc(C(=O)N2CC(C(=O)O)C2)cc1	3	-1	x	-2	6	-2	1	2	x
O=C(O)c1cc(-n2nnnc2SCc2ccc([N+](=O)[O-])cc2)ccc1Cl	-6	12	26*	0	5	2	7	5	4
COc1cccc(C(=O)NCC(c2cccs2)N2CCc3ccccc32)c1 (stereo unspecified)	-4	8	-1	-2	-3	-7	4	10	5
COc1ccc(/C(N)=N/OC(=O)Cc2ccccc2OC)cc1	-3	4	4	-1	11	5	3	-5	5
O=c1cc(-c2ccccc2Cl)oc2c(NS(=O)(=O)c3cccs3)ccc(O)c12	7	14	2	-5	-14	-11	12	14	8
Cn1c(=O)c2c(nc(SCc3ccc(C(=O)O)cc3)n2C)n(C)c1=O	-2	0	0	0	6	2	6	-1	0
CCOc1ccc(NC(=S)N2CCN(S(=O)(=O)c3ccc(C)cc3)CC2)cc1	-6	6	10	0	-6	0	0	3	-4
CCN1C(=O)[C@@H]2[C@@H](c3ccc(-c4ccc(C(C)=O)cc4)c(OC)c3)N3CCCC[C@@]3(C(=O)OC)[C@@H]2C1=O	1	-2	4	0	1	7	0	-8	11
COc1cc(C(=O)NCc2ccc3c(c2)cc(C)n3C)cc(OC)c1OC	26*	9	6	14	15	6	11	10	7
CC(=O)N(C)c1ccc(NS(=O)(=O)Cc2ccccc2)cc1	-3	4	1	4	17	10	-2	-2	4
COC1=C(OC)c2ccccc2C(C(=O)O)N/C1=C(/C)Nc1ccncc1 (stereo unspecified)	0	-2	1	1	6	18	1	2	1
O=C(CCCc1ccccc1)N1CCN(C2CCCCC2)CC1	0	-1	11	0	14	2	10	3	2
O=C(N/N=C/c1ccc(OC(=O)c2cccs2)cc1)c1ccccn1	0	2	0	1	10	1	2	0	9
CCc1cc(-c2n[nH]c(C)c2-c2ccccc2Cl)c(O)cc1OC	1	2	5	0	12	-1	16	11	3
Cc1c(NC(=O)/C(C#N)=C/c2ccc(-c3ccc(Cl)cc3)o2)c(=O)n(-c2ccccc2)n1C	-1	7	6	-2	-4	5	17	2	-4
Cn1c(=O)n(C)c2cc(/C=C3/NC(=O)N(Cc4ccccc4)C3=O)ccc21	-3	-2	4	-2	36	-6	6	-5	9
The listing continues:
SMILES	PAD4 FP inh	GSTO1 counter	PAFAH1B2 inh	LYPLA1 inh	PREPL inhibitor	LYPLA2 inh	pPAFAH FP inh	PME-1 inh	PAFAH1B3 inh
CCOc1cc(-c2cc(-c3ccc(C)o3)nc(N)c2C#N)ccc1O	-1	-9	3	-6	15	-4	16	2	-4
CCC(C)N1CCNCC1 (stereo unspecified)	-5	-3	7	3	-2	2	6	1	2
CC(C)(C)c1ccc(OC(=O)CN2C(=O)C3C4CCC(C4)C3C2=O)cc1 (stereo unspecified)	1	1	10	1	2	-3	2	-2	7
Cc1ccc2[nH]c(=O)c(-c3nc4ccccn4c3NCc3ccco3)cc2c1	-1	10	4	-2	9	-7	8	9	1
C/C(=N\NC(=O)C1CC1)c1ccc(Cl)c(Cl)c1	-1	-7	0	1	-3	-1	3	2	2
O=C(CSc1nnc(-c2ccco2)o1)NCCc1ccccc1	5	x	3	0	10	2	-7	-1	13
S=c1[nH]c2cc3ccccc3cc2[nH]1	1	-2	6	1	12	-1	2	-3	6
Cc1ccc(N=C(NO)c2cnccc2C(F)(F)F)c(C)c1	3	8	8	4	4	0	2	-2	7
O=c1cc(CN2CCN(c3ccccc3)CC2)nc2scc(-c3ccccc3)n12	-2	1	1	3	18	1	19	-5	10
CCOc1ccc(-c2nc(CCl)cs2)cc1OC	4	29	7	2	-8	-9	-1	-2	8
CCOC(=O)c1cc(-c2ccccc2)n(CC(=O)NC(C)(C)C)c1C	1	0	-3	-4	3	-8	6	-1	5
CC(C)CCNC(=O)CN(C(=O)Cn1nnc(-c2ccc(F)cc2)n1)C1CCCC1	-1	0	1	-1	8	-2	-4	-3	8

An excerpt from above, limited to PME-1 inh and pPAFAH FP inh.
compound	PME-1 inh	pPAFAH FP inh
S=c1[nH]c2cc3ccccc3cc2[nH]1	-3	2
Cc1ccc(N=C(NO)c2cnccc2C(F)(F)F)c(C)c1	-2	2
O=c1cc(CN2CCN(c3ccccc3)CC2)nc2scc(-c3ccccc3)n12	-5	19

More results follow.
SMILES	PAD4 FP inh	GSTO1 counter	PAFAH1B2 inh	LYPLA1 inh	PREPL inhibitor	LYPLA2 inh	pPAFAH FP inh	PME-1 inh	PAFAH1B3 inh
N#Cc1nc(-c2ccccc2)oc1NCCN1CCCCC1	0	-4	1	1	-22	1	9	1	2
COc1ccccc1NS(=O)(=O)c1ccc2oc(=S)[nH]c2c1	3	-33	4	5	11	9	4	8	8
Cn1ncc(Br)c1NC(=O)c1ccco1	-1	4	2	-1	25	-3	2	-2	8
COc1ccc(CC(NC(C)=O)C(=O)NC2CCN(C(=O)c3cc(OC)c(OC)c(OC)c3)CC2)cc1 (stereo unspecified)	5	-5	2	4	-3	5	4	6	-4
Brc1cccc(-c2nc(-c3ccncc3)no2)c1	0	-16	1	-1	-7	2	6	-1	1
O=C(c1ccc(C(F)(F)F)cc1)C1CCCN(C(=O)c2csnn2)C1 (stereo unspecified)	-6	-6	2	0	8	6	3	2	10
Cc1ccc(S(=O)(=O)N2CCCCC2)cc1C(=O)NCc1ccc(S(N)(=O)=O)cc1	2	x	6	x	-3	x	2	x	1
